PL synth Enamine: blocks phospholipid synthesis in CHO cells, Enamine compounds | ZR-82 CHO cells, pyrene fatty acid UV survival, CellTiter Blue; peroxisome-deficient CHO-K1 mutant line; plus DGAT-1, DGAT-2 and ACAT inhibitors | AID 1347385 | 20,000 compounds, 0.4% hits | calls only at 10 µM;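 active = cell survival signal 2 SD away from solvent-only control wells, confirmed on one or two retests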;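 also: 3 h compound exposure then viability read about one day after UV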
Calls only; i = inactive. Not all compounds are listed; the hit share may differ from the screen's.

structure	PL synth Enamine
CC(C)(C)NC(=O)NC(=O)CSc1nnc(-c2cccs2)o1	i
C=CCn1c(SCC(=O)OC)nc2sc3c(c2c1=O)CCC3	i
CN1CCN(S(=O)(=O)c2ccc(Cl)c(C(F)(F)F)c2)CC1	i
N=C1C(c2nc3ccccc3[nH]2)=C(O)CN1NC(=O)c1n[nH]c(=O)c2ccccc12	i
CCCCCCCCn1c(O)c(C(C)=NCCCN2CCN(C)CC2)c(=O)[nH]c1=S	i
Cc1cc[n+](CC([O-])=NS(=O)(=O)c2ccc(Cl)cc2)cc1	i
COc1ccc(-n2c(-c3ccccc3)c[n+]3c2CCC3)cc1	i
CS(=O)(=O)c1ccc(NS(=O)(=O)c2ccc3c(c2)OCCCO3)cc1	i
O=S(=O)(c1cccc(-c2nn3cc(-c4ccc5c(c4)OCO5)c4c3n2CCCC4)c1)N1CCCCC1	i
CCCCCN(C(=O)NC(=O)NC(C)CC)S(C)(=O)=O (stereo not given)	i
Cc1nnc(CN2C(=O)NC3(CCCC3)C2=O)o1	i
CN(C(=O)NC1(C)CCS(=O)(=O)C1)C1(C)CCS(=O)(=O)C1 (stereo not given)	i
CC1(C)N=C(N)N=C(N)N1c1ccccc1	i
c1csc(-c2nc(CSc3nnc(C4CC4)n3C3CC3)cs2)c1	i
CN(C(=O)CN1C(=O)NC(C)(C2CC2)C1=O)C1CCS(=O)(=O)C1 (stereo not given)	i
CCN1C(=O)/C(=C\c2cccs2)SC1=S	i
Cc1nc2ccc(Nc3nc4cc(Cl)ccc4o3)cc2s1	i
Brc1ccc(-c2cn3ccccc3n2)cc1	i
Cc1cc(C(=O)N/N=C2/CCCC(C)C2)c(C)o1 (stereo not given)	i
Cc1nnc(SCC(=O)NC(=O)NCCC(C)C)s1	i
CCCCC1(C)NC(=O)N(CC(=O)NC(=O)NC(C)C)C1=O (stereo not given)	i
CN(C)CCSc1nc2ccccc2s1	i
C=CCSc1nnc(NC(=O)C2CC2)s1	i
O=C(c1ccco1)N1N=C2/C(=C/c3ccco3)CCCC2C1c1ccco1 (stereo not given)	i
O=C(CN1CSCC1=O)NCC12CC3CC(CC(C3)C1)C2	i
Cc1ccsc1/C=C1\N=C(c2cccs2)OC1=O	i
O=C(Cn1ncc(Cl)c(Cl)c1=O)c1ccc2c(c1)OCO2	i
CCOC(=O)C1=C(C)Nc2nc(SCC(C)C)[nH]c(=O)c2C1c1sccc1C (stereo not given)	i
c1ccc(-c2nn3nnnc3c3ccccc23)cc1	i
Clc1ccc(CSc2ncccn2)cc1Cl	i
Nc1cc2c(=O)[nH]cnc2cc1F	i
O=C(OCC(=O)c1ccc(Cl)s1)c1ccc([N+](=O)[O-])o1	i
Cc1noc(C)c1CC(=O)Nc1sc2c(c1C(N)=O)CCC2	i
Cc1sc2nc(CSC(C)C(=O)OCC(=O)c3ccc(Cl)s3)[nH]c(=O)c2c1C (stereo not given)	i
Cc1noc(C)c1C(=O)OCc1cc(-c2ccco2)on1	i
CCN(CC)P(=Nc1ccccc1)(c1nc2ccccc2n1CC)N(CC)CC	i
CCN(CC)S(=O)(=O)c1ccc2oc(=S)n(CN3CCCC(CO)C3)c2c1 (stereo not given)	i
O=S(=O)(NC1CC1)c1ccc(Cl)cc1C(F)(F)F	i
O=C(/C=C/c1ccc(Br)o1)Nc1nccs1	i
OCc1cc(Br)cc(CO)c1OCc1ccc(Cl)c(Cl)c1	i
O=C(Nc1nc(-c2ccc(Br)s2)cs1)c1ccc(Br)s1	i
O=[N+]([O-])c1cc(S(=O)(=O)N2CCOCC2)ccc1Sc1nnc2ccccn12	i
COc1cc(-c2nnco2)cc(OC)c1OC	i
O=S(=O)(CCN1CCc2ccccc2C1)Oc1ccc(Br)cc1	i
O=C1C2CC=CCC2C(=O)N1CN1CCCN(S(=O)(=O)c2ccc(F)cc2)CC1 (stereo not given)	i
CCCCNC(=S)N/N=C/c1cccs1	i
CCS(=O)(=O)c1ccc(O)c(NS(=O)(=O)c2cc(Br)ccc2Br)c1	i
O=C1NC2(CCOc3ccccc32)C(=O)N1Cc1cc(=O)n2ccsc2n1 (stereo not given)	i
Oc1ccc(N2CCN(C(=S)Nc3ccc(OC(F)F)cc3)CC2)cc1	i
Cc1cccc(N=P2(N3CCOCC3)/C(=C3/N(C)c4ccccc4C3(C)C)C=NN2c2ccccc2)c1C (stereo not given)	i

A draw from above in order of molar mass, low to high.
structure	PL synth Enamine
COc1cc(-c2nnco2)cc(OC)c1OC	i
O=C1NC2(CCOc3ccccc32)C(=O)N1Cc1cc(=O)n2ccsc2n1 (stereo not given)	i
O=C(Nc1nc(-c2ccc(Br)s2)cs1)c1ccc(Br)s1	i
CCS(=O)(=O)c1ccc(O)c(NS(=O)(=O)c2cc(Br)ccc2Br)c1	i

Next section:
structure	PL synth Enamine
O=c1[nH]c2nc3ccccc3n2c2ncccc12	i
NC(=O)NC1CCS(=O)(=O)C1 (stereo not given)	i
CCOc1cc(/C=N/n2cnnc2)cc(Br)c1O	i
COC(=O)C(=O)CC(=O)c1ccco1	i
Cc1cccc2nc(CSc3nc4ccccc4[nH]3)cn12	i
FC(F)(F)c1ccccc1N=c1scc(-c2ccccc2)n1/N=C/c1ccccn1	i
FC(F)(F)c1nc(Sc2nnc(C3CC3)o2)c2ccccc2n1	i
COc1cc(-c2nnc(SCCSc3ccc(Cl)cc3)o2)cc(OC)c1OC	i
c1ccc(COc2ccc(C3Nc4cccc5cccc(c45)N3)cc2)cc1	i
O=C(NC1CCCCCC1)C1=CC=CN2CCS(=O)(=O)N=C12	i
C/C(=N\n1c(-c2ccc([N+](=O)[O-])cc2)csc1=NC(C)C)c1ccc(C(C)(C)C)cc1	i
c1ccc(-c2nn(-c3ccccc3)c3c2C(c2ccncc2)Nc2ccccc2N3)cc1 (stereo not given)	i
COc1ccc(N=Cc2ccccc2I)cn1	i
O=C(O)CN1C(=O)NC2(CCCCC2)C1=O	i
O=C(COC(=O)C12CC3CC(CC(C3)C1)C2)NCC1CCCO1 (stereo not given)	i
O=S(=O)(Nc1ccc2c(c1)OC1(CCCC1)O2)c1ccc(S(=O)(=O)N2CCOCC2)cc1	i
O=S(=O)(NC1CCCCCC1)c1ccc(F)c(F)c1	i
CC1CCc2c(sc3[nH]c(=S)n(C4CCCC4)c(=O)c23)C1 (stereo not given)	i
CN1/C(=C\C(=O)C2CC2)C(C)(C)c2ccccc21	i
Cc1ccc(S(=O)(=O)N2CCN(CCCS(=O)(=O)O)CC2)cc1C	i
O=C1N=c2ccc(Br)cc2=C1c1sc(=S)n(-c2ccccc2Cl)c1O	i
O=C(CCCCC(=O)NN1C(=O)C2C3C=CC(C3)C2C1=O)NN1C(=O)C2C3C=CC(C3)C2C1=O (stereo not given)	i
Nc1nnc(SCc2cc3c(cc2Br)OCO3)s1	i
S=C(Nc1ccc(Cl)cc1)Nc1cccc(I)c1	i
O=S(=O)(Nc1ccc(Cl)cc1F)c1ccc(Br)cc1Cl	i
CC1CCC2(CC1)NC(=O)N(NC(=O)c1cccs1)C2=O (stereo not given)	i
O=C(CC12CC3CC(CC(C3)C1)C2)N=C1N=C2C=CC=CN2Cc2ccccc21	i
CN(C=[N+](C)C)c1cccc2c1C(=O)c1ccccc1C2=O	i
CN(C(=O)COC(=O)/C=C/c1ccc(Br)o1)C1CCCCC1	i
COCCn1c(O)c(C=Nc2ccsc2C(=O)OC)c(=O)[nH]c1=S	i

4 of these compounds, reformatted:
CN(C(=O)COC(=O)/C=C/c1ccc(Br)o1)C1CCCCC1
  PL synth Enamine = i
CN(C=[N+](C)C)c1cccc2c1C(=O)c1ccccc1C2=O
  PL synth Enamine = i
CC1CCC2(CC1)NC(=O)N(NC(=O)c1cccs1)C2=O (stereo not given)
  PL synth Enamine = i
O=C(CCCCC(=O)NN1C(=O)C2C3C=CC(C3)C2C1=O)NN1C(=O)C2C3C=CC(C3)C2C1=O (stereo not given)
  PL synth Enamine = i

Carrying on:
structure	PL synth Enamine
O=C(CN1CCSC1=O)Nc1ccc2c(c1)OCO2	i
FC(F)Sc1nnc2sc3ccccc3n12	i
O=C1C(=O)N(C2CCCC2)C(=O)N1CC(=O)N(C1CC1)C1CCS(=O)(=O)C1 (stereo not given)	i
Cc1cc(-n2c(C)cc(C(=O)O)c2C)no1	i
O=C1N=c2ccccc2=CC1=Cc1c(O)[nH]c(=O)[nH]c1=O	i
COc1cc(-c2nnc(SCc3cc(F)cc4c3OC(c3ccccc3)OC4)o2)cc(OC)c1OC (stereo not given)	i
CN=c1scc(-c2ccc(Cl)cc2Cl)n1/N=C/c1cc(Br)c(O)c(OC)c1	i
OC(CNC1CCCc2ccccc21)COC1CCCc2ccccc21 (stereo not given)	i
NC(=O)c1ccsc1NC(=O)CSc1nnc(C2CC2)n1C1CC1	i
O=C(CN1C(=O)NC2(CCCC2)C1=O)N1CCN(S(=O)(=O)c2ccc(Cl)s2)CC1	i

Four of these compounds, set out differently.
> CN=c1scc(-c2ccc(Cl)cc2Cl)n1/N=C/c1cc(Br)c(O)c(OC)c1
  PL synth Enamine: i
> OC(CNC1CCCc2ccccc21)COC1CCCc2ccccc21 (stereo not given)
  PL synth Enamine: i
> NC(=O)c1ccsc1NC(=O)CSc1nnc(C2CC2)n1C1CC1
  PL synth Enamine: i
> O=C(CN1C(=O)NC2(CCCC2)C1=O)N1CCN(S(=O)(=O)c2ccc(Cl)s2)CC1
  PL synth Enamine: i

The list continues:
canonical_smiles	PL synth Enamine
C=CCN1C(=O)/C(=C\c2cccs2)SC1=S	i
O=C1CCCN1c1ccc(C2=CSC3=NS(=O)(=O)CCN23)cc1	i
O=S(=O)(NCc1cn2ccsc2n1)c1ccccc1	i
O=C(N/N=C1\CCc2ccccc21)C1CC1	i
O=C(Nc1ccnn1Cc1cccs1)C1CC=CCC1 (stereo not given)	i
Oc1c(Br)cc(/C=N/Nc2ncc(C(F)(F)F)cc2Cl)cc1Br	i
C=CCNC(=O)NC(=O)CSc1nnc(C(F)(F)F)n1C	i
c1ccc(-c2cnc(CSc3n[nH]c4nc5ccccc5n34)o2)cc1	i
CN=c1scc(-c2ccccc2)n1/N=C/c1ccc(Br)cc1	i
CCOC(=O)c1[nH]c(C)c(C(=O)OCc2c(C)noc2C)c1C	i
Cc1ccc(S(=O)(=O)N2CCCC2)s1	i
CC(C)c1ccc(-c2noc(CSc3nnc4n3CCCCC4)n2)cc1	i
CCCCn1cnc2c1c(=O)[nH]c(=O)n2CCC	i
CCc1cc2c(-n3nc(C)cc3C)ncnc2s1	i
C=CCN1CC2=C(C1=O)C(c1cc(OC)c(OC)c(OC)c1)NC(=O)N2 (stereo not given)	i
C=CCNC(=S)Nc1ccc(Br)cc1F	i
Cc1ccc2nc(N3CCOCC3)c(/C=C3\SC(=S)N(CC(C)C)C3=O)c(=O)n2c1	i
O=C(OCC(=O)N1CCCC1)/C(=C/c1cccs1)c1cccs1	i
Nc1cccc(S(=O)(=O)Nc2ccc(I)cc2)c1	i
COCCNC(=O)NC(=O)N(C1CCCCC1)S(C)(=O)=O	i
CC(Sc1nnc(-c2cc3ccccc3[nH]2)n1-c1ccccc1)C(N)=O (stereo not given)	i
O=S(=O)(c1ccc(Cl)cc1)N1CCCC2CCCCC21 (stereo not given)	i
CNC(=O)CSc1nc(C)nc2sc(C)c(C)c12	i
Oc1ccccc1Oc1c(F)c(F)c(Oc2ccccc2O)c(F)c1F	i
O=[N+]([O-])c1cc(S(=O)(=O)Nc2ccc3cn[nH]c3c2)ccc1Cl	i
O=C(CSc1nn(-c2ccc(F)cc2)c(=S)s1)Nc1cc(F)ccc1F	i
O=C(Cc1cn2ccsc2n1)N/N=C1\CCCCC1C1CCCCC1 (stereo not given)	i
c1cnc(SCc2nc(-c3cccs3)no2)nc1	i
Brc1ccc(-c2ccc(/C=C/c3ccc(-c4nnc(-c5ccccc5)o4)cc3)o2)cc1	i
FC(F)(F)c1nc(Nc2cccc(-n3cnnn3)c2)c2ccccc2n1	i
Cn1c(=O)c2c(ncn2CC(=O)OCC2CCCCO2)n(C)c1=O (stereo not given)	i
Cn1c(SCc2nc3ccccc3o2)nnc1-c1ccco1	i
FC(F)Oc1ccc(/C=N/Nc2ccc(C(F)(F)F)cn2)cc1	i
CS(=O)(=O)Nc1ccc2c(c1)C(=O)OC2	i
O=C(/C=C/c1cccs1)NC1CCCCC1	i
CC1=CC(=O)C(C(=O)/C=C/c2ccc(C(C)C)cc2)C(=O)O1 (stereo not given)	i
CC(C)C(=O)NCCN1C(=O)S/C(=C\c2cccs2)C1=O	i
FC(F)Sc1ccc(NC(=S)N2CCCC2)cc1	i
CCCCNc1c(N)n(CCC)c(=O)[nH]c1=O	i
C=CCN=c1scc(-c2ccc(Br)s2)n1/N=C/c1ccccn1	i
c1ccc2c(c1)OCCOCCOCCO2	i
Cc1cc(C(=O)NNC(=O)CCC(=O)c2cccs2)c(C)o1	i
COc1ccc(/C=C/c2sc3ccccc3[n+]2CCCS(=O)(=O)[O-])cc1	i
Cc1nc2sc3c(c2c(=O)n1-n1cccc1)CCCC3	i
Cc1ccc(NP(=O)(/C=C2\N(C)c3ccccc3C2(C)C)c2ccccc2)cc1C (stereo not given)	i
CCOc1cc(S(=O)(=O)NC(C)C)ccc1Br	i
O=[N+]([O-])c1cc2c(c(CSc3ncnc4sc5c(c34)CCCC5)c1)OCOC2	i
CC(Sc1ncccn1)c1nnc(-c2ccc(F)cc2)o1 (stereo not given)	i
O=c1[nH]c(O)c(C=Nc2ccncc2)c(=O)[nH]1	i
Nc1nc(-c2ccc(F)cc2)cs1	i
COC(=O)c1sc(N)c(C(=O)OC)c1CSc1nc(C)cs1	i
Fc1ccccc1OCc1nnc2n1N=C1CCCCC1S2 (stereo not given)	i
Cc1ccc(C2C3=C(COC3=O)Nc3c2c(=O)[nH]c(=O)n3CC(C)C)cc1 (stereo not given)	i
Clc1cc(Cl)c(N/N=C/c2ccc3c(c2)OCO3)c(Cl)c1	i
CCOC(=O)/C=C1\SCC(=O)N1C	i

Source: PubChem
